# Source: PubChem (National Center for Advancing Translational Sciences (NCATS))
# KinaseGlo FLuc: blocks Kinase-Glo luciferase, a counter-screen artifact; hit rate 0.28% among 200,000; Potency, µM (highest dose often 38.3 µM), for the others: top-dose activity change, negative = inhibition, usual class: inhibitors; Kinase-Glo luciferase, ATP luminescence, 8 min; Q27757; AID 1379; further: potency means the concentration at half of the fitted maximal effect; on the % scale 0 is the no-effect control and ±100 the full control effect; nearly all actives have a fitted effect of over 60% in size
#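 Compounds were added to a substrate mix at pH 7.2 (50 mM imidazole, 10 uM ATP, within the enzyme's linear range), followed by Kinase-Glo detection reagent; luminescence was measured after 8 minutes at ambient temperature.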
# NPSR antag: blocks cAMP signaling of the human neuropeptide S receptor | Q6W5P4 | CHO-NPSR cells, cAMP TR-FRET, antagonist mode | Potency, µM (doses to about 38.3 µM), inactives show at the top dose activity change, negative = inhibition, usual class: inhibitors | hit rate 1% among 220,000 | AID 1461; further: potency means the concentration at half of the fitted maximal effect; on the % scale 0 is the no-effect control and ±100 the full control effect; nearly all actives have a fitted effect of over 50% in size; many of its hits are not listed in these tables
# Target sequence (Q6W5P4 whole entry, looked up): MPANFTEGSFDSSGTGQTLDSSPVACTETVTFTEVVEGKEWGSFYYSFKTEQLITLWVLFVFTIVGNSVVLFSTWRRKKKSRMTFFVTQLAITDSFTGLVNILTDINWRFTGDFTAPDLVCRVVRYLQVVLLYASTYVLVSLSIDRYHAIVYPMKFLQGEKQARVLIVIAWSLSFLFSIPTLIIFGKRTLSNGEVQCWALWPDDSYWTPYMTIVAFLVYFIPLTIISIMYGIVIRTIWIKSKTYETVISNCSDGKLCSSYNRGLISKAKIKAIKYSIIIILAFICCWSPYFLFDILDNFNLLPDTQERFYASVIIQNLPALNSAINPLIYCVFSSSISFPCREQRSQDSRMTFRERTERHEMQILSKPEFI
# LMNA splice mod: LMNA splicing modulation. hit rate 0.01% among 200,000. HeLa LMNA splicing GFP/RFP minigene ratio, 48 h. AID 1487. Potency, µM (series often up to 46.1 µM), for the others: at the highest dose ratio change, negative = inhibition, most hits filed as inhibitors; active means well fitted inhibition curve with a large enough effect in the signal ratio, with a control signal flat, not every such curve was filed as active; inconclusive means small, poorly fitted or top-dose-only effect, or effect the other way, or a change in a side signal; the % refers to the signal ratio; further: potency means the concentration at half of the fitted maximal effect; on the % scale 0 is the no-effect control and ±100 the full control effect
#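 S3 HeLa cells stably expressing lamin A-EGFP splicing minigene plus DsRed2, 600 cells/well, 48 h compound exposure at 37C. Laser-scanning cytometry; analysed as GFP (500-530 nm)/RFP (575-640 nm) total intensity ratio; 0.5% DMSO vehicle.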
# CBFb RUNX1 block: CBF-beta/RUNX1 interaction disruption; Q01196+Q13951; AlphaScreen CBFb-His/RUNX1-biotin binding, biochemical; Potency, µM (doses to about 59.8 µM), for inactives: at the highest dose activity, negative = inhibition, most hits filed as inhibitors; 230,000 tested, under 10 active; AID 1477; further: % of control where 0% means no effect
#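 AlphaScreen proximity signal reports loss of binding between His-tagged CBF-beta and biotin-labelled RUNX1, each at 30 nM. Proteins are pre-associated for 20 minutes, compounds added for 15 minutes, then beads for 90 minutes, all at ambient temperature.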
# aGal spleen mod: inhibits or activates alpha-galactosidase in human spleen homogenate; hit rate 0.008% among 240,000; human spleen homogenate, 4MU-alpha-Gal fluorescence, 40 min; Potency, µM (top dose mostly 80 µM), without a hit: top-dose activity change, negative = inhibition, actives largely listed as inhibitors;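 further: potency means the concentration at half of the fitted maximal effect; 0% = enzyme with vehicle and -100% = no enzyme basal signal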
# Target sequence (P06280 32-429 limits assumed): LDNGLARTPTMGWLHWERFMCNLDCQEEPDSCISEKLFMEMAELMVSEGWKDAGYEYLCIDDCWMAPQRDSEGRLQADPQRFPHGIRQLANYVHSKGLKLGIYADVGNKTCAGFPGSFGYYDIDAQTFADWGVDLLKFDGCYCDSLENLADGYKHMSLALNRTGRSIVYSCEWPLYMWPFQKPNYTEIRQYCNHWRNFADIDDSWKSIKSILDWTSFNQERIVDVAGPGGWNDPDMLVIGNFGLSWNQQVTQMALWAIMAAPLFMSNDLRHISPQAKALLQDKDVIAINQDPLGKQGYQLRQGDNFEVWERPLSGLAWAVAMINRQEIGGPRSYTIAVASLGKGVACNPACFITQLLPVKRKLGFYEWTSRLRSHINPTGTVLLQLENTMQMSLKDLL
#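 Spleen homogenate 1 ug + cpd (titration) + 4-MU-alpha-D-galactopyranoside 1 mM; 37C 40 min; 50 mM citrate/phosphate pH 5.0, 0.01% Tween-20; stop pH 10; fluorescence 365/440; AC50 via Hill.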
# IMPase Li inh: membrane-permeable IMPase blocker, potentiated with lithium; CHO-M1 cells, IP1 TR-FRET (IP-One), carbachol + lithium; Potency, µM (series often up to 59.4 µM), inactives show at the highest dose activity, negative = IMPase inhibition, most hits filed as inhibitors; hit rate 0.35% among 210,000; AID 1457;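 further: IP1 builds up when IMPase is blocked and the TR-FRET signal falls; potency means the concentration at half of the fitted maximal effect; plate controls were basal vehicle for no effect and high inhibitor control for full effect; nearly all actives have a fitted effect of over 50% in size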
#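 CHO cells stably expressing M1 receptor (2000/well) were cultured 16–30 h, then exposed to compounds with a small lithium addition for 30 min at 37C. IP1 was measured by TR-FRET competition; AC50 from Hill fits.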
# Epigenetic derep: derepresses silenced GFP reporter in murine cells. Potency, µM (series often up to 53.9 µM), for the others: at the highest dose GFP activation, usual class: activators. AID 1865. hit rate 0.2% among 280,000. murine LDR cells, GFP reporter derepression, 30 h; further: potency means the concentration at half of the fitted maximal effect; % of control where 0% means no effect; nearly all actives have a fitted effect of over 60% in size
#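 In this reporter-derepression format, murine cells bearing a silenced integrated CMV-GFP locus incubate with test compound (30 h, 37 C), then are washed and imaged; fluorescent objects of 20–120 um count as induced cells.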
# An asterisk follows results filed as active; ? = inconclusive; / = no result given; [ ] = remark or other dose. Unless noted, the call rests on the fitted dose curve; in most records, active means well fitted curve in the direction sought with a large enough effect; inconclusive means small, poorly fitted or top-dose-only effect, or another doubt; inactive means no such curve, though single readings can be large; an effect the other way counts as inactive or inconclusive. Not all compounds are listed (hit frequency here may not be typical).
molecule,KinaseGlo FLuc,NPSR antag,LMNA splice mod,CBFb RUNX1 block,aGal spleen mod,IMPase Li inh,Epigenetic derep
CCC(Nc1nc(-c2ccccc2)nc2ccccc12)C(=O)O (configuration not stated),0%,2%[46.1 µM],4%,5%,8%,-9%[38.3 µM],-1.5%
COc1ccc(NCN2C(=O)C3C4C=CC(C4)C3C2=O)cc1 (configuration not stated),-3%,-18%,/,2%,2%,2%,-1.0%
O=c1c2ccccc2nnn1CSc1nc2sc3c(c2c(=O)n1CC1CCCO1)CCC3 (configuration not stated),-7%,?,?,-6%,7%,0%[38.3 µM],-1.0%
COc1cc2ccccc2cc1C(=O)Nc1ccccc1N1CCN(S(C)(=O)=O)CC1,-3%,?,4%,-9%,2%,-7%[38.3 µM],0.0%
CCOC(=O)CSc1ccc2nnc(CCNS(=O)(=O)c3ccc(C)cc3)n2n1,2%,-3%,-9%[46 µM],-1%,3%,-6%,-6.1%
CC(c1ccon1)N(C)Cc1cn(C)nc1-c1ccc2c(c1)OCCO2 (configuration not stated),/,-3%,/,13%,-12%,/,0.0%
CC1CCC(NC(=O)C2CCC(CNc3c(N4CCCCC4)c(=O)c3=O)CC2)CC1 (configuration not stated),/,-2%,/,3%,0%,/,0.0%
CN1CCN(C(=O)c2ccc(C(F)(F)F)cc2)CC1,-2%,12%,-13%[46 µM],11%,5%,-1%,-0.1%
CCOc1ccccc1NC(=O)CSc1nnc(Cn2c(=O)sc3ccccc32)n1C,-3%,4%[46.1 µM],-4%,0%,19%,3%,0.0%
CC(C)Oc1ccc(N2CC(C(=O)Nc3ccc(N4CCOCC4)cc3)CC2=O)cc1 (configuration not stated),3%,2%,1%,5%,?,-7%,-1.5%
C=CCSc1nc2c(c(=O)[nH]1)C(c1ccccc1)C(C#N)=C(N)O2 (configuration not stated),/,-50%,/,-1%,-1%,/,0.0%
CC1CN(C(=O)CN2C(=O)NC3(CCCCCCC3)C2=O)CC(C)O1 (configuration not stated),0%,-13%[46.1 µM],18%,2%,5%,-10%[38.3 µM],-2.4%
CCOCC(=O)NCc1ccc2c(c1)OCO2,-3%,0%[46.1 µM],1%,-4%,-3%,-10%[38.3 µM],-0.7%
O=C(c1ccc(COc2ccc(Cl)cc2)o1)N1CCN(Cc2ccc3c(c2)OCO3)CC1,3%,?,?,-14%,-5%,20%[38.3 µM],-1.1%
COC(=O)CON1C(=O)c2ccccc2C1=O,-2%,0%[46.1 µM],11%,6%,3%,19%[38.3 µM],-1.0%
O=C(CN(C1CCCCC1)S(=O)(=O)c1ccc(F)cc1)Nc1ccc2c(c1)OCO2,0%,?,?,-6%,-2%,6%,-1.0%
COc1ccc(C2Nc3ccccc3C(=O)N2O)cc1CN1CCOCC1 (configuration not stated),2%,12%,6%,4%,3%,7%,1.1%
Cc1c(N=C2NC(=O)/C(=C/c3cccc([N+](=O)[O-])c3)S2)c(=O)n(-c2ccccc2)n1C,-3%,-15%,-4%,-1%,2%,-8%,3.8%
COc1ccc(N2CCN(C(=O)c3ccccc3)CC2)c([N+](=O)[O-])c1,/,11%,/,1%,0%,7%,-0.1%
COc1ccc(NC(=S)N(CCN2CCOCC2)Cc2ccccc2F)cc1,3%,-16%,7%[9.22 µM],9%,1%,1%,-0.1%
NNC(=O)CSc1nc(-c2ccccc2)cn1-c1ccccc1,/,18%,/,-15%,-1%,/,1.2%
CCO/C=N/c1c(C#N)c2c(c(=S)n1C)COC(C)(C)C2,2%,-1%[46.1 µM],-2%,8%,9%,12%[38.3 µM],1.2%
Nn1c(SCC(=O)Nc2ccccc2F)nc2ccccc2c1=O,5%,-14%[46.1 µM],7%,1%,5%,35%[38.3 µM],-2.1%
Cc1oc2c(c1C(=O)N1CCC(C)CC1)C(=O)c1ccccc1C2=O,0%,6%,?,-7%[2.36 µM],-9%,6%,2.7%
COc1ccc(C(=O)C23CC4CC(C2)CC(C(=O)c2ccc(OC)cc2)(C4)C3)cc1,1%,-54%,/,-11%,-2%,3%,-1.2%
Cc1ccc(-c2nnnn2-c2ccc(C)cc2)cc1,0%,-13%,/,2%,-5%,3%,2.1%
Cc1cccc(C)c1NC(=O)C1(N(Cc2ccco2)C(=O)CC2NC(=O)NC2=O)CCCC1 (configuration not stated),-1%,-2%[46.1 µM],4%,-4%,1%,-24%[38.3 µM],-0.9%
O=[N+]([O-])c1nn(-c2ccc(Cl)cc2)n(O)c1=NCc1ccccc1,2%,19%,/,-3%,4%,4%,0.9%
S=c1[nH]nc(-c2ccc(Cl)cc2Cl)n1Cc1ccccc1,2%,-18%,-3%,2%,-4%,16%,1.0%
O=C(NCc1ccccn1)Nc1ccc2c(c1)OCO2,-7%,11%[46.1 µM],24%,7%,6%,12%[38.3 µM],-1.0%
COc1ccccc1NC(=O)/C=C1\SCC(=O)N1C,?,5%,15%[46 µM],1%,-8%,-4%,-1.4%
Cc1ccc(CC(=O)Nc2cc([N+](=O)[O-])ccc2F)cc1,0%,4%,?,7%,-3%,5%,3.0%
O=C1c2cc3ccccc3c(-c3ccccc3)c2C(=O)N1c1ccccn1,-1%,-3%,?,-9%,11%,-19%,15%
O=C(NCc1ccc2c(c1)OCO2)O[C@@H]1C(=O)c2cc(Br)ccc2O[C@H]1c1ccc2c(c1)OCO2,-2%,/,/,-4%,-9%,10%,0.0%
C/C(N)=C(/C#N)C(=O)COc1ncnc2ccc(Br)cc12,-1%,-11%[46.1 µM],-3%,0%,-18%,-1%[38.3 µM],1.1%
COCCn1c(Cc2ccccc2)nnc1SCc1ccc([N+](=O)[O-])cc1,2%,-7%[46.1 µM],4%,-5%,5%,3%,0.0%
COc1nc(C)ccc1-c1noc(-c2ccccn2)n1,-22%,-3%[46.1 µM],17%,3%,7%,20%[38.3 µM],-1.0%
c1ccc(-c2nc(NCCCN3CCOCC3)c3ccccc3n2)cc1,-1%,-7%[46.1 µM],-1%,6%,5%,-12%[38.3 µM],-0.8%
Cc1ccc(NC(=O)C2CCN(C(=O)NC3CCCCC3)CC2)cc1Cl,8%,-18%[46.1 µM],14%,-5%,5%,-25%[38.3 µM],?
Cn1c(=O)cc(SCC(=O)N2CCOCC2)c2ccc(Cl)cc21,2%,-14%[46.1 µM],-9%,3%,6%,-14%,-0.8%
O=C(C1=NN(c2ccccc2)C2C(=O)N(c3ccccc3Cl)C(=O)C12)c1ccccc1 (configuration not stated),4%,?,-16%,-3%,1%,-1%,0.0%
COc1ccc(-n2c3c(cc(C(=O)NNc4ccccc4C)c2=O)C(=O)CC(C)(C)C3)cc1,1%,-33%,3%[9.22 µM],-7%,-19%,-3%,-2.6%
Cc1ccc2[nH]c(C(=O)O)c(NC(=O)c3ccccc3[N+](=O)[O-])c2c1,-2%,20%,-2%,0%,9%,-4%,1.0%
O=C(OCc1cc(-c2ccccc2)no1)c1ccc2ccccc2n1,0%,-1%[46.1 µM],0%,8%,-8%,-3%[38.3 µM],0.3%
O=C(Cc1cccs1)NCCc1cn2ccccc2n1,/,-15%,/,-6%,-1%,2%,-1.2%
COc1cccc(NC(=O)NCCCSC2CCCCC2)c1,4%,-21%[46.1 µM],?,-3%,-2%,-1%[38.3 µM],-1.8%
Cc1cc(C)c(S(=O)(=O)N2CCN(CCO)CC2)c(C)c1,2%,-8%[46.1 µM],-6%,-2%,0%,-21%[38.3 µM],-1.0%
O=[N+]([O-])c1ccc(/C=C/c2ccc3ccccc3n2)cc1,?,0%,/,-14%,5%,-11%,-1.2%
COc1ccccc1NC(=O)COC(=O)[C@@H]1CCCN1C(=O)c1cccs1,-2%,-8%[46.1 µM],8%,1%,-8%,0%[38.3 µM],-1.0%
COC(=O)c1ccccc1NC(=S)NC(=O)C1CCCCC1,-2%,-8%,4%,1%,-1%,5%,0.1%

# Two entries picked at random from those above:
molecule,KinaseGlo FLuc,NPSR antag,LMNA splice mod,CBFb RUNX1 block,aGal spleen mod,IMPase Li inh,Epigenetic derep
O=c1c2ccccc2nnn1CSc1nc2sc3c(c2c(=O)n1CC1CCCO1)CCC3 (configuration not stated),-7%,?,?,-6%,7%,0%[38.3 µM],-1.0%
Cn1c(=O)cc(SCC(=O)N2CCOCC2)c2ccc(Cl)cc21,2%,-14%[46.1 µM],-9%,3%,6%,-14%,-0.8%

# Later entries
molecule,KinaseGlo FLuc,NPSR antag,LMNA splice mod,CBFb RUNX1 block,aGal spleen mod,IMPase Li inh,Epigenetic derep
CC(NC(=O)NCCCn1ccnc1)(C(F)(F)F)C(F)(F)F,11%,3%[46.1 µM],-2%,5%,-2%,-8%[38.3 µM],0.0%
CCOC(=O)CCCCC(=O)c1[nH]c(=O)[nH]c1CSc1nc(-c2ccccc2)c(C#N)c(=O)[nH]1,0%,0%[46.1 µM],-1%,-13%,0%,3%[38.3 µM],-1.1%
O=C(CSc1nnc(COc2ccccc2Cl)o1)NC(=O)NC1CCCC1,1%,-19%[46.1 µM],0%,1%,5%,5%[38.3 µM],1.0%
COc1ccc(/C=N/Nc2cn[nH]c(=O)c2Cl)cc1,-4%,5%,?,?,1%,2%,0.0%
COc1ccc(NC(=O)c2sccc2C)cn1,?,8%,/,8%,14%,-7%,-0.1%
CCOc1ccc(/C=N/NC(=O)Cn2ccnc2C)cc1,/,11%,/,4%,-2%,/,-1.1%
O=C(Nc1nncs1)c1ccc(S(=O)(=O)c2ccccc2)cc1,0%,-7%[46.1 µM],-8%,10%,9%,19%[38.3 µM],1.1%
COC(=O)c1cc(N=Nc2c(C)[nH]c3ccccc23)cc(C(=O)OC)c1,/,-1%,/,9%,7%,/,2.1%
COc1ccc(C2(CNC(C)=O)CCCC2)cc1OC,1%,4%[46.1 µM],0%,-8%,12%,27%[38.3 µM],1.9%
Cc1ccc2c(CC(=O)Nc3sccc3C(N)=O)coc2c1,-2%,-17%[46.1 µM],-5%,0%,-2%,7%[38.3 µM],-0.3%
CC(C)(C)C(=O)NC(=O)Nc1ccccc1C(F)(F)F,/,6%,/,5%,2%,/,0.5%
CC(C)(C)OC(=O)N/N=C\c1ccc[nH]1,-1%,15%,/,-15%,10%,5%,2.4%
COCC(C)n1c(SCC(=O)N2CCCCC2)nc2ccccc2c1=O (configuration not stated),1%,-12%[46.1 µM],10%,-1%,6%,13%[38.3 µM],-7.4%
